# FUS yeast rescue – FUS proteinopathy suppression in yeast; AID 1347120; 390,000 compounds, 0.24% hits; S. cerevisiae FUS-expressing, growth rescue, OD600, 24 h; Potency, µM (doses to about 76.6 µM), inactives show at the highest dose growth rescue (activation), most hits filed as activators;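 note: plate controls were DMSO vehicle for no effect and reference control for full effect; nearly all actives have a fitted effect of over 55% in size; some results filed as inactive show a strong effect at the top dose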
#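 Absorbance at 600 nm, taken 24hr after compound addition, measured rescue of FUS-yeast growth at 30C. Induction used 2% galactose with seeding at OD 0.005. Controls: CP55940 from 92uM final, DMSO only.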
# Abeta rescue – compounds reversing amyloid beta toxicity in yeast; 410,000 compounds, 0.063% hits; yeast expressing A-beta42, growth rescue, OD600, 48 h; response scale: 0% DMSO, 100% iron-clioquinol control; Potency, µM (series often up to 46.1 µM), for inactives: top-dose growth rescue, actives largely listed as activators; note: nearly all actives have a fitted effect of over 55% in size
#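 Yeast A-beta toxicity model in growth medium with pinned compounds, 48 h at 30 C; growth read as absorbance at 600 nm. Normalized to FeCl3/clioquinol equimolar mix (positive) and DMSO (negative).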
# * marks the source's active call; other numbers are inactive results; ? = inconclusive; [ ] = remark or other dose. Calls come from the whole dose curve; as a rule, active = well fitted activation curve with a large enough effect; inconclusive = small, poorly fitted or top-dose-only effect; inactive = no such curve, though single readings can be large or run the other way. Potency is the fitted concentration of half-maximal effect. This is a subset; rates above refer to the full screens.
1	Cc1ccc(Cc2nc3ccccc3nc2SCC(=O)N2CCN(c3ccccc3)CC2)cc1
2	O=C(CCSCc1cccc(F)c1)NCc1ccccc1
3	CCc1ccccc1NC(=O)Cn1c(=O)n(CC2CCC(C(=O)NCCc3ccccc3)CC2)c(=O)c2ccccc21 (centres undefined)
4	COC(=O)c1c(NC(=O)C(C)Oc2ccc(Cl)c(C)c2)sc(C)c1C (centres undefined)
5	C=Cc1ccc(Cn2c(C)c(CNCc3ccc(SC)cc3)c(C(=O)O)c2C)cc1
Compound,1,2,3,4,5
FUS yeast rescue,32%,10%,14%,10%,-2%
Abeta rescue,-5%,1%,-4%,-12%,-7%

6	COC(=O)c1ccccc1NC(=O)c1cc(CN2CCCC2)on1
7	Cc1cc(C)cc(NC(=O)C2CCCN2S(=O)(=O)c2ccc3c(c2)CCCC(=O)N3)c1 (centres undefined)
8	CC1=C(C(=O)OC2CCCC2)C(c2ccc(Cl)cc2)CC(=O)N1 (centres undefined)
9	CCCCC(=O)N1CCN(c2nc3c(C)c(C)ccc3s2)CC1
10	CC(=O)N1c2ccccc2CC1C(=O)NCc1cccc(Cl)c1 (centres undefined)
Compound,6,7,8,9,10
FUS yeast rescue,5%,35%,10%,8%,9%
Abeta rescue,-10%,-9%,0%,-6%,3%

11	CS(=O)(=O)c1ncc(N(Cc2ccco2)Cc2cccs2)c(C(=O)Nc2ccccc2F)n1
12	O=C(Nc1ccccc1Cl)[C@H](CSCc1ccccc1)N1Cc2ccccc2C1=O
13	CC(=O)c1ccc(N2CCN(c3ncnc4c3nc3n4CCCC3)CC2)cc1
14	Cn1c(=O)c2c(nc(SCC(=O)Nc3ccccc3F)n2Cc2ccccc2F)n(C)c1=O
15	Cc1c(Cl)cccc1NC(=O)Nc1nnc(N(C)C2CCCCC2)s1
Compound,11,12,13,14,15
FUS yeast rescue,16%,0%,-7%,-8%,-29%
Abeta rescue,11%,0%,-12%,6%,-8%

16	Cc1ccc(OCc2cc(=O)n3c4c(sc3n2)CCCC4)c(C)c1
17	CCN(C(=O)c1coc(=O)c2ccccc12)c1ccccc1C
18	CCc1cccc(NC(=O)c2cc(S(=O)(=O)N3CCCCCC3)cn2C)c1
19	CCOC(=O)c1c(NC(C)=O)c2c3c(sc2n1Cc1nc(-c2ccc(Cl)cc2)oc1C)CCCC3
20	Cc1ccc2nc3c(cc(C(=O)NCC4CCCO4)c(=N)n3C(C)C)c(=O)n2c1 (centres undefined)
Compound,16,17,18,19,20
FUS yeast rescue,-16%,-8%,0%,-16%,2%
Abeta rescue,-6%,5%,0%,-12%,-12%

21	COc1ccc(CCNc2ncnc3c2cnn3-c2ccc(C)cc2)cc1
22	Cc1ccc2c(c1)N(C(=O)CCC(=O)NCc1cccs1)CC(C)O2 (centres undefined)
23	O=C(CSc1nc2c(c(=O)[nH]1)CCC2)Nc1ccccc1F
24	O=C1CS(=O)(=O)C2(C(=O)N(Cc3ccc(F)cc3)c3ccccc32)N1c1cccc(C(F)(F)F)c1 (centres undefined)
25	COc1ccc(OC)c(CNC(=O)c2nn(-c3ccc(OC)c(Cl)c3)c(=O)c3c2c2ccccc2n3C)c1
Compound,21,22,23,24,25
FUS yeast rescue,-16%,-18%,-13%,31%,5%
Abeta rescue,-8%,-4%,0%,-1%,-25%

26	CCOC(=O)C1CCCN(C(=O)c2ccc3c(c2)sc2nc(-c4ccc(CC)cc4)cn23)C1 (centres undefined)
27	Cc1ccc(S(=O)(=O)c2nnn(CC(=O)Nc3ccccc3C)c2N)cc1
28	N#Cc1c(C(F)(F)F)cc(-c2cccs2)nc1SCC(=O)Nc1ccc(F)cc1
29	Cc1cccc(NC(=O)CSc2nc3c(oc4ccccc43)c(=O)n2C(C)C)c1
30	CCc1ccccc1NC(=O)C(CC)Oc1ccccc1-c1nnc(-c2ccccc2)o1 (centres undefined)
Compound,26,27,28,29,30
FUS yeast rescue,19%,-9%,-16%,42%,?
Abeta rescue,8%,-4%,-9%,1%,-7%

31	COc1cc(NC(=O)CCS(=O)(=O)c2nc(-c3ccc4c(c3)OCO4)cc(C(F)(F)F)n2)cc(OC)c1OC
32	Cn1c(SCC(=O)Nc2ccccc2F)nc2c([nH]c3ccccc32)c1=O
33	CCN(CC)c1ccc(C(=O)NCc2ccc3c(c2)CCN3C(C)=O)cc1
34	Cc1cc(F)ccc1NC(=O)CCS(=O)(=O)c1cccc2nsnc12
35	CCOC(=O)c1c(C)oc2nc(C)nc(NC(C)c3ccccc3)c12 (centres undefined)
Compound,31,32,33,34,35
FUS yeast rescue,-10%,6%,0%,0%,-25%
Abeta rescue,-2%,-40%[inhibitor],-5%,-12%,-22%

36	Cc1ccc(CNS(=O)(=O)c2cc(C(=O)Nc3ccc(C(C)C)cc3)ccc2F)cc1
37	Cc1nc2cc(-c3cccc(F)c3)nn2c(C)c1CCC(=O)NCCc1ccccc1
38	C=C(C)Cn1c(SCC(=O)Nc2cccc(C)c2)nc2sc3c(c2c1=O)CCCC3
39	CCOc1cccc2cc(-c3cn4c(n3)sc3cc(C)ccc34)c(=O)oc12
40	COc1ccc(S(=O)(=O)N(Cc2nc(-c3ccc(Cl)cc3)no2)C2CCCCC2)cc1
Compound,36,37,38,39,40
FUS yeast rescue,-3%,2%,-18%,-10%,21%
Abeta rescue,?,6%,-7%,-26%,-11%

41	Cc1ccc(CNC(=O)c2ccc3oc(=O)n(Cc4ccccc4)c3c2)cc1
42	COc1ccc(N2C(=O)Cc3cc(OC)c(OC)cc3C2c2ccc(F)cc2)cc1 (centres undefined)
43	Cc1ccc(NC(=O)CN2C(=O)c3cccnc3Sc3ccccc32)c(Br)c1
44	COc1ccc(-n2c(=O)c3sc4ccccc4c3n(CC(=O)Nc3ccccc3F)c2=O)cc1
45	Cc1ccc(OCCSc2nc(-c3cccs3)nc3cc(=O)[nH]n23)cc1Cl
Compound,41,42,43,44,45
FUS yeast rescue,21%,29%,-5%,-33%,3%
Abeta rescue,0%,-8%,14%,-4%,-12%

# Fetched by structure from above, 2 records:
33	CCN(CC)c1ccc(C(=O)NCc2ccc3c(c2)CCN3C(C)=O)cc1
5	C=Cc1ccc(Cn2c(C)c(CNCc3ccc(SC)cc3)c(C(=O)O)c2C)cc1
Compound,33,5
FUS yeast rescue,0%,-2%
Abeta rescue,-5%,-7%

# (list continues)
46	Cc1onc(-c2ccccc2Cl)c1C(=O)Oc1ccc(Cl)cc1Cl
47	CCOc1ccc(OCC)c(NC(=O)C2CCN(S(=O)(=O)c3ccc(Br)s3)CC2)c1
48	CCOC(=O)c1c(-c2ccc(C)cc2)csc1NC(=O)c1nc(SCC)ncc1Cl
49	Cc1ccc2c(c1)-c1nc(-c3ccccc3)cc(-c3ccccc3)c1CO2
50	Cc1cc(C)cc(Nc2cc(C)nc3nncn23)c1
Compound,46,47,48,49,50
FUS yeast rescue,-3%,-4%,-4%,-2%,-14%
Abeta rescue,-7%,1%,-19%,-16%,-9%

51	Cc1csc2nc(COC(=O)c3cccc(NC(=O)COc4ccc(Cl)cc4)c3)cc(=O)n12
52	COc1ccc(CC(=O)NCC(c2cccs2)S(=O)(=O)c2ccc(C)cc2)cc1 (centres undefined)
53	COc1ccc(NC(=O)CN2CCCN(S(=O)(=O)c3ccc(Br)cc3)CC2)c(OC)c1
54	COc1ccc(NC(=O)CN2C(=O)C(c3ccccc3)=NC23CCC(C)CC3)cc1Cl (centres undefined)
55	CCc1ccc(C(=O)c2cn(CC(=O)Nc3ccc(OC)cc3)c3cc4c(cc3c2=O)OCCO4)cc1
Compound,51,52,53,54,55
FUS yeast rescue,-8%,17%,33%,26%,-28%
Abeta rescue,-2%,-17%,-15%,13%,-3%

56	CCN(c1ccccc1)S(=O)(=O)c1ccc2[nH]cc(C(=O)NCc3ccc(C)cc3)c(=O)c2c1
57	CCC(=O)N1CCc2cc(S(=O)(=O)NC(Cc3ccccc3)C(=O)NCc3cccc(OC)c3)ccc21 (centres undefined)
58	COc1cc(C(=O)Nc2c(C(=O)Nc3ccccc3F)oc3ccccc23)cc(OC)c1OC
59	Cc1cccc(OC(=O)c2nc(SCc3ccccc3F)ncc2Cl)c1
60	CCOC(=O)N1CCN(Cc2nc3cc(NC(=O)c4ccccc4[N+](=O)[O-])ccc3n2C(C)C)CC1
Compound,56,57,58,59,60
FUS yeast rescue,-18%,?,-19%,-17%,34%
Abeta rescue,-1%,4%,7%,-36%,-15%

61	CCOc1ccc2oc(=O)cc(CN3CCN(C(=O)c4ccc(OC)c(OC)c4)CC3)c2c1
62	CC(C)(C)C1CCc2c(sc3nc(-c4cc5cc(Br)ccc5oc4=O)[nH]c(=O)c23)C1 (centres undefined)
63	Cc1ccc(-n2ncc3c(NCCc4ccccc4)ncnc32)cc1
64	Cc1ccc(S(=O)(=O)C(CNC(=O)COc2ccccc2)c2ccco2)cc1 (centres undefined)
65	CC(=O)N1CCc2c(sc3c2c(=O)n(-c2ccc(C)cc2)c(=O)n3Cc2ccccc2C)C1
Compound,61,62,63,64,65
FUS yeast rescue,27%,-10%,-6%,5%,38%
Abeta rescue,-11%,-15%,-3%,6%,-30%

66	CCC12CN3CC(CC)(CN(C1)C3c1cc(Br)ccc1OC)C2=O (centres undefined)
67	COc1ccccc1Cn1c(CNS(=O)(=O)c2ccc(Cl)s2)nc2cccnc21
68	CC(=O)N1CCc2cc(CNC(=O)Cc3ccc(F)cc3)ccc21
69	Cc1ccc(CNC(=O)c2ccc3c(c2)N(Cc2cccc(Cl)c2)C(=O)CS3)cc1
70	Cc1cc(=O)[nH]c2nnc(SCCC(C)C)n12
Compound,66,67,68,69,70
FUS yeast rescue,-28%,28%,-18%,?,-18%
Abeta rescue,-11%,0%,4%,-3%,-6%

71	Cc1ccc(C)c(NC(=O)CSc2ncc3c(n2)-c2ccccc2N(Cc2ccccc2C)S3(=O)=O)c1
72	CCOc1ccc(OCC)c(Nc2nc3ccccc3n3nnnc23)c1
73	Cc1ccc(C2c3c(-c4ccccc4O)n[nH]c3C(=O)N2CCc2ccccc2)cc1 (centres undefined)
74	N#Cc1c(C(F)(F)F)cc(-c2cccs2)nc1SCC(=O)Nc1cccc(Cl)c1
75	COc1ccc(-c2nc(C)c(CCNC(=O)c3cccs3)s2)cc1
Compound,71,72,73,74,75
FUS yeast rescue,-20%,-3%,1%,-6%,28%
Abeta rescue,-35%[inhibitor],-4%,-12%,7%,6%

76	COc1ccc(-n2c(SCC(=O)NCc3ccc(F)cc3)nc3c([nH]c4ccccc43)c2=O)cc1
77	CC(C)Cn1cc(NC(=O)N2CCN(c3ccc(F)cc3)CC2)c2ccccc2c1=O
78	CCc1cccc(NC(=O)CSC2=Nc3ccccc3N=C(c3ccc(F)cc3)C2)c1
79	COc1ccc(CNC(=O)c2ccc3nc(CCc4ccccc4)oc3c2)cc1
80	Cc1c(NS(C)(=O)=O)cccc1-c1nc2ccccc2s1
81	COc1ccc(CCNC(=O)CCc2c(C)nc3c4cccnc4nn3c2C)cc1OC
82	CCN1CCN(C(c2ccc(SC)cc2)c2c(O)cc(C)n(Cc3ccco3)c2=O)CC1 (centres undefined)
Compound,76,77,78,79,80,81,82
FUS yeast rescue,2%,9%,28%,-9%,2%,-24%,32%
Abeta rescue,-14%,-14%,0%,23%,-8%,2%,0%

# Structural class, those above containing two or more sulfur atoms
11	CS(=O)(=O)c1ncc(N(Cc2ccco2)Cc2cccs2)c(C(=O)Nc2ccccc2F)n1
28	N#Cc1c(C(F)(F)F)cc(-c2cccs2)nc1SCC(=O)Nc1ccc(F)cc1
34	Cc1cc(F)ccc1NC(=O)CCS(=O)(=O)c1cccc2nsnc12
38	C=C(C)Cn1c(SCC(=O)Nc2cccc(C)c2)nc2sc3c(c2c1=O)CCCC3
45	Cc1ccc(OCCSc2nc(-c3cccs3)nc3cc(=O)[nH]n23)cc1Cl
47	CCOc1ccc(OCC)c(NC(=O)C2CCN(S(=O)(=O)c3ccc(Br)s3)CC2)c1
48	CCOC(=O)c1c(-c2ccc(C)cc2)csc1NC(=O)c1nc(SCC)ncc1Cl
Compound,11,28,34,38,45,47,48
FUS yeast rescue,16%,-16%,0%,-18%,3%,-4%,-4%
Abeta rescue,11%,-9%,-12%,-7%,-12%,1%,-19%

52	COc1ccc(CC(=O)NCC(c2cccs2)S(=O)(=O)c2ccc(C)cc2)cc1 (centres undefined)
67	COc1ccccc1Cn1c(CNS(=O)(=O)c2ccc(Cl)s2)nc2cccnc21
71	Cc1ccc(C)c(NC(=O)CSc2ncc3c(n2)-c2ccccc2N(Cc2ccccc2C)S3(=O)=O)c1
74	N#Cc1c(C(F)(F)F)cc(-c2cccs2)nc1SCC(=O)Nc1cccc(Cl)c1
75	COc1ccc(-c2nc(C)c(CCNC(=O)c3cccs3)s2)cc1
80	Cc1c(NS(C)(=O)=O)cccc1-c1nc2ccccc2s1
Compound,52,67,71,74,75,80
FUS yeast rescue,17%,28%,-20%,-6%,28%,2%
Abeta rescue,-17%,0%,-35%[inhibitor],7%,6%,-8%

# Screening data deposited in PubChem by National Center for Advancing Translational Sciences (NCATS).
